# Source: PubChem BioAssay
# V-ATPase pHluor: regulators of yeast V-ATPase proton transport; S. cerevisiae, pHLuorin cytosolic pH fluorescence; response, % at 10 µM; AID 504577; 350,000 tested, 0.37% active; in the data active = response mostly above about 7.3%, no sharp cut-off; inactive = mostly below about 5.4%; note: actives read high; inactives centre near 0; some compounds called inactive have numbers as strong as hits; reference of the scale not given here
# HTR5A ag ctr: HTR5A agonism, opioid heterodimer counter-screen. P47898. HTR5A agonist assay, luminescence, cell-based. activation, % at 9.3 µM. 340,000 tested, 0.61% active; in the data active = activation mostly above about 9.5%, no sharp cut-off; inactive = mostly below about 7.6%;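 note: 0% = cells with vehicle only and 100% = reference agonist; strong numbers were not always called active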
# Target sequence (P47898 whole entry, looked up): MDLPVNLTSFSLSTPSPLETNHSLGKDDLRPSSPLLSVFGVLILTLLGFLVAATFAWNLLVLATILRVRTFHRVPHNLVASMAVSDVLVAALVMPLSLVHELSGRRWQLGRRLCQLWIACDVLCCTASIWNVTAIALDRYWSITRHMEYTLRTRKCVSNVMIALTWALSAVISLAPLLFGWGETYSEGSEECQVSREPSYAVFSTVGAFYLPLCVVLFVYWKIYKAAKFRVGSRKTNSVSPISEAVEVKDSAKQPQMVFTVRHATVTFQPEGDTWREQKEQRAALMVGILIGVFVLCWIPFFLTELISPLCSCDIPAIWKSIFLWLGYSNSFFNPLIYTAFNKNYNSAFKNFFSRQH
# HTR5A inv ctr: HTR5A inverse agonism, opioid heterodimer counter-screen; P47898; HTR5A cell line, luminescence; inhibition, % at 9.3 µM; 340,000 tested, 0.083% active; AID 504634; in the data active = inhibition mostly above about 23%, no sharp cut-off; inactive = mostly below about 18%;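 note: 0% = cells with DMSO and 100% = no-cell wells with DMSO; some compounds called inactive have numbers as strong as hits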
# NSD2 HMT inh: inhibitors of human histone methyltransferase NSD2. O96028. NSD2 peptide methylation, AlphaScreen, 120 min. inhibition, % at 12.5 µM. 310,000 tested, 0.54% active; in the data active = inhibition above about 50%
# PvdQ acylase: blocks Pseudomonas aeruginosa PvdQ acylase activity | inhibition, % at 10 µM | 340,000 tested, 0.063% active | purified PvdQ acylase, fluorescence plate reader; in the data active = inhibition above about 30%, passing the limit was not always enough; inconclusive = no clear call, values can overlap the other calls;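 note: 0% = vehicle neutral wells and 100% = reference inhibitor wells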
# CDK5 inh: blocks human CDK5/p35 kinase activity | Q00535+Q15078 | 330,000 tested, 0.01% active | Recombinant CDK5/p35, ADP-Glo luminescence, 60 min | inhibition, % at 10 µM;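 active = highest replicate inhibition of at least 50% and at least 75% of replicates reaching 50%; inconclusive = only one of the two criteria met; inactive = both criteria failed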;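 note: plate controls were DMSO neutral control for no effect and GW8510 at 10 µM for full effect; many of its hits are not listed in these tables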
# Target sequence (Q00535 whole entry, looked up): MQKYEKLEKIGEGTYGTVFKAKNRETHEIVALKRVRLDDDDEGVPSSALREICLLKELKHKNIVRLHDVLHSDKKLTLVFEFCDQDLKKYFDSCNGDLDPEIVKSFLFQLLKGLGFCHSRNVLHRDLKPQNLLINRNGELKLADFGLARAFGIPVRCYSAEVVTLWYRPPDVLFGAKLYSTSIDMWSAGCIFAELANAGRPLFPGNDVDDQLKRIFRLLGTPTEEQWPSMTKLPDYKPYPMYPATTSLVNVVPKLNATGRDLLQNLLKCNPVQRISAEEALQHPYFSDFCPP
# Target sequence (Q15078 whole entry, looked up): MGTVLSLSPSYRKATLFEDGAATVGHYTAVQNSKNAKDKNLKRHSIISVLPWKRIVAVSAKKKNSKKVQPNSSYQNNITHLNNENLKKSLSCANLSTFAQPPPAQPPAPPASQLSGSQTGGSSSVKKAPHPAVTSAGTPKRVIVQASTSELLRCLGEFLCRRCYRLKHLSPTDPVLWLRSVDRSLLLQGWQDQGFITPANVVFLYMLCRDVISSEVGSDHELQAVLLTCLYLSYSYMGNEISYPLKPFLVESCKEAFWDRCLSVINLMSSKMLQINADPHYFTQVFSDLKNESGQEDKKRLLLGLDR
# SR-BI DiI inh: mouse SR-BI HDL lipid transfer inhibition; Q61009; ldlA[mSR-BI] CHO cells, DiI-HDL uptake fluorescence, 3 h; inhibition, % at 12.5 µM; 320,000 tested, 0.96% active; AID 488896;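 active = mean replicate inhibition of at least 70% and a set share of replicates each scoring 70 or more; inconclusive = meets just one of the two criteria; inactive = fails both criteria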;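 note: 0% = median of neutral control wells and 100% = median of positive control wells; values of inactives mirror those of a sister screen read the other way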
# Wnt act: activates Wnt/beta-catenin signaling in a reporter cell assay. activator, plate reader. activation, % at 9.35 µM. 300,000 tested, 1.2% active; in the data active = activation above about 30%, passing the limit was not always enough; inconclusive = no clear call, values can overlap the other calls;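 note: 0% = neutral control wells and 100% = positive control wells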
# MITF TRPM1 HTS: activators of MITF-driven TRPM1 promoter activity in SK-MEL-5 cells; SK-MEL-5 TRPM1-promoter luciferase, 24 h; % of positive control, neutral wells = 0; activation, % at 12.5 µM; 300,000 tested, 0.75% active; AID 588334;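 active = mean activation of at least 80% with every replicate also reaching 80%; inconclusive = mean reaches 80% but some replicate falls short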;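 note: 0% = neutral control wells and 100% = parthenolide positive control wells; values of inactives mirror those of a sister screen read the other way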
# dFosB activator: activators of mouse delta FosB homodimer; P13346; purified delta FosB, TAMRA-CDK5 oligo fluorescence polarization; percent of positive-control signal above neutral wells; activation, % at 25 µM; 340,000 tested, 0.99% active;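 active = mean activation above about 17%, with every replicate also reaching it, limit read from the data, passing the limit was not always enough; inconclusive = only one of the two conditions met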;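 note: fluorescence polarization rise as delta FosB binds a TAMRA Cdk5 AP-1 oligo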
# * hit, by the source's call; ? = inconclusive; · = no result given.
SMILES,V-ATPase pHluor,HTR5A ag ctr,HTR5A inv ctr,NSD2 HMT inh,PvdQ acylase,CDK5 inh,SR-BI DiI inh,Wnt act,MITF TRPM1 HTS,dFosB activator
CC[C@]12c3[nH]c4cc(CCC(=O)N(C)C)ccc4c3CCN1C(=O)[C@@H](CC(=O)NCc1cccc(C(F)(F)F)c1)C[C@@H]2C(=O)N1CCN(C(=O)c2ccco2)CC1,-0.1,-0.1,0.2,·,-16.8,-2.3,-2.3,0.8,0.5,-21.1
COc1cccc(N2[C@@H](CC(=O)O)c3ccccc3S2(=O)=O)c1,-3.1,8.0,-21.6,·,-13.4,-0.9,-13.0,0.5,-7.2,-5.8
Oc1c(C(Nc2nccs2)c2ccc(C(F)(F)F)cc2)ccc2cccnc12 (stereo not given),-3.0,1.1,6.8,-1.2,-11.6,0.5,·,-3.4,-78.3,-10.3
O=C(CN1CCN(C(=O)c2cccc(F)c2)CC1)Nc1ccccc1F,1.4,-0.7,1.7,-0.2,-2.3,-1.2,-0.1,·,-2.3,0.2
Cc1ccc(N2C(=O)N(CC(=O)Nc3ccc(C)cc3Cl)C(=O)C2C)cc1 (stereo not given),-4.5,-3.1,-10.1,-0.3,-14.2,0.7,6.1,1.1,5.9,-7.1
Cc1cc(C)c(NC(=O)COC(=O)Cc2ccsc2)c(C)c1,-0.3,-4.5,20.5,1.4,-9.4,1.0,-23.2,-1.9,-11.2,2.9
CC(=O)Nc1cccc(C(=O)OC(C)C(=O)Nc2ccc(S(=O)(=O)N3CCCC3)cc2)c1 (stereo not given),1.5,0.1,-0.3,-1.1,-13.5,-3.1,41.1,0.4,4.7,-2.1
CN(C)c1ccc(/C=N/NC(=O)CCC(=O)NCc2ccccc2)cc1,-3.8,0.3,-9.0,2.6,-6.0,-2.2,-0.5,·,15.7,-0.3
CCCCCC(=O)Nc1ccc2oc(-c3ccncc3)nc2c1,-0.1,2.5,-7.0,-0.6,-16.8,1.0,22.9,-1.0,23.4,-15.7
Cc1cccc(-c2nnc(SCc3ccc(C#N)cc3)n2Cc2ccco2)c1,-2.8,-1.8,8.0,0.3,-8.2,3.7,17.8,·,-15.0,-5.0
Cc1onc(-c2ccccc2Cl)c1C(=O)OCC(=O)c1ccccc1,-0.5,3.0,6.2,-1.5,-6.8,2.0,-7.4,-0.5,10.5,-5.8
COc1ccc(CNc2nc(=S)[nH]c3cc(OC)c(OC)cc23)cc1,-2.6,1.1,-3.9,10.7,-5.6,-0.4,13.0,0.8,4.1,-0.5
CCCCNS(=O)(=O)c1cccc(S(=O)(=O)N2CCCC2)c1,3.4,1.1,-3.2,-3.9,-10.4,0.2,22.7,·,12.8,-13.6
O=C(/C=C1\NC2(CCCC2)Cc2ccccc21)N1CCOCC1,-4.9,-2.7,7.5,·,6.8,1.8,4.0,·,11.1,-1.9
CC(C)Cn1c(N)c(C(=O)CSc2ncccn2)c(=O)n(C)c1=O,4.3,-1.9,4.7,0.5,1.4,1.0,1.7,5.4,6.9,-4.3
CC(C)NC(=O)COc1coc(CN2CCN(C(=O)c3ccco3)CC2)cc1=O,-0.2,-0.6,1.6,-1.7,-13.7,2.9,-47.9,0.2,-0.1,-0.6
Cc1ccc2[nH]c(C)c(CCNC(=O)NC3CCCCC3)c2c1,3.9,-3.4,9.5,3.5,-16.8,1.3,4.5,2.5,6.5,-11.8
CCn1cc(C(=O)NCCCOC)c(=O)c2cc(S(=O)(=O)N(C)C3CCCCC3)ccc21,-1.1,2.2,-6.0,·,-6.9,0.8,-10.5,-1.8,·,-12.6
O=C(c1cc(-c2ccc(Cl)cc2)n(-c2ccc(Cl)c(Cl)c2)n1)N1CCOCC1,0.0,-0.8,2.0,-0.4,-6.8,-1.4,-15.6,-0.9,12.9,-2.8
Cc1ccc(S(=O)(=O)c2c(N)n(NC(=O)c3ccccc3C)c3nc4ccccc4nc23)cc1,1.4,3.8,-10.5,-1.7,-11.1,-8.6,5.7,-2.9,6.0,?
CCOC(=O)Nc1ccc2c(COC(=O)C(NS(=O)(=O)c3ccc(Cl)cc3)C(C)O)cc(=O)oc2c1 (stereo not given),0.2,-1.7,6.0,2.4,-18.8,-0.2,47.2,2.5,16.4,-24.3
CC(C)C[C@H](NC(=O)Nc1ccccc1F)C(=O)O,-0.6,-2.7,5.7,-1.3,-14.7,-0.2,-36.7,-3.3,10.8,0.3
CC(=O)Nc1ccc(NC(=O)C2CCCN2S(=O)(=O)c2cccc(C(F)(F)F)c2)cc1 (stereo not given),3.7,6.0,-21.8,0.1,-8.5,-1.1,-29.4,0.5,-9.0,-2.0
CCOc1cc(C2C(C(C)=O)=C(O)C(=O)N2CCc2c[nH]c3ccccc23)ccc1O (stereo not given),-2.3,-1.9,5.1,·,-12.8,-2.2,3.2,0.3,3.0,2.8
O=S(=O)(c1ccc(Cl)cc1)N1CCC2(CC1)CO2,1.7,-2.4,6.5,0.6,-15.6,2.5,3.3,-7.1,-8.9,-2.9
# New compounds follow.
SMILES,V-ATPase pHluor,HTR5A ag ctr,HTR5A inv ctr,NSD2 HMT inh,PvdQ acylase,CDK5 inh,SR-BI DiI inh,Wnt act,MITF TRPM1 HTS,dFosB activator
O=C(CSc1nc2ccccc2c(=O)n1-c1ccc(F)cc1)Nc1cc(S(=O)(=O)N2CCOCC2)ccc1Cl,-2.8,-1.6,6.3,-2.3,-8.8,2.3,33.3,-7.7,-10.4,1.8
Cc1onc(-c2c(Cl)cccc2Cl)c1NC(=O)N1CCSCC1,0.3,-0.1,0.2,-3.1,10.3,-0.1,-10.5,1.2,-3.4,1.8
COc1cc(N(C)C)c([N+](=O)[O-])cc1C(=O)N1CCOCC1,2.3,1.1,4.7,-9.9,-0.3,-0.5,1.9,-1.8,4.4,-7.2
CCCSc1ccccc1C(=O)N1CCN(C(=O)c2ccco2)CC1,-1.0,2.9,-11.9,0.8,6.3,0.5,-5.3,1.7,-8.6,-5.8
Cc1cc(C)n(C(=O)CNC(=O)CCc2ccccc2)n1,-2.2,1.6,-3.5,-0.8,-11.7,1.1,-30.8,·,·,-2.5
S=c1nc(-c2ccccc2)[nH]c2ccccc12,4.1,-1.9,36.4,-1.5,-1.1,0.8,-12.1,8.6,-13.0,-0.5
Cc1cccc(N2CCN(C(=O)/C=C/c3ccco3)CC2)c1C,-2.4,1.7,4.8,-2.0,-11.3,-0.6,16.2,2.6,5.4,-11.0
Cc1nc(-c2ccc(Cl)cc2)sc1C1(C)CC(c2ccc(OC(F)(F)F)cc2)=NO1 (stereo not given),3.5,-2.9,4.9,·,-4.4,1.3,-2.1,-0.7,22.4,4.5
CC(Oc1cccc(Cl)c1)C(=O)Nc1cc(S(=O)(=O)N2CCCCC2)ccc1N1CCOCC1 (stereo not given),0.3,2.1,2.0,8.4,-6.6,0.2,20.6,-2.2,-22.2,0.9
COc1ccc(-n2cnc3cc(NS(=O)(=O)c4ccccc4)ccc32)cc1,4.9,11.3,-29.1,-1.5,-16.8,-1.3,0.4,1.3,32.7,0.5
COc1cc(NS(=O)(=O)c2ccc(N/C=C(\C#N)c3nc4cc(Cl)ccc4o3)cc2)nc(OC)n1,3.2,4.8,8.2,3.5,-3.1,1.7,17.1,-4.0,-75.9,-12.9
O=C1c2cccnc2C(=O)N1Cc1ccc(S(=O)(=O)NCc2ccco2)cc1,-1.8,-1.0,3.6,1.9,-10.3,-1.4,-1.3,-0.7,-4.8,-4.3
CCc1ccc(CCN2C(=O)c3ccccc3C2=O)nc1,-0.5,6.2,-16.9,-3.4,-9.0,-6.1,-16.0,16.6,2.8,-0.2
CC(Oc1ccc(Cl)cc1)C(=O)Nc1nccs1 (stereo not given),1.4,-0.9,-4.5,1.4,-11.1,1.7,2.3,1.3,·,-0.3
Cc1nc(-c2ccc(F)cc2)c(CC(=O)N(C)CC(=O)Nc2ccc(Br)cc2C)s1,-1.0,1.8,-8.2,-0.8,-19.4,-0.8,39.9,-3.9,-13.5,-6.1
Nc1nncn1C(=O)CCCOc1ccccc1,-0.7,-2.5,2.6,-3.2,-13.3,0.9,11.4,-1.6,11.1,1.4
Cc1cc(C(=O)N/N=C/c2c(C)[nH]c3ccccc23)n[nH]1,-2.2,1.4,-16.7,2.5,5.2,-0.3,6.1,9.7,·,-7.8
COc1ccc(CSc2cccc3cccnc23)cc1[N+](=O)[O-],4.5,3.8,-13.7,0.9,-9.0,-0.2,42.1,8.2,11.9,-2.4
Cc1ccc(NC(=O)COC(=O)CN2C(=O)C3CCCCC3C2=O)cc1S(=O)(=O)N1CCOCC1 (stereo not given),0.3,0.9,-3.2,-3.3,2.5,1.5,-0.9,·,0.0,-1.9
O=C1NC(Cc2c[nH]c3ccccc23)C(=O)N1Cc1cccc2ccccc12 (stereo not given),-0.2,-3.4,-14.6,0.4,5.3,-1.2,13.9,-2.4,-8.3,-8.3
CCC(=O)Nc1ccc(C(=O)Nc2cc(C)on2)cc1,-16.2,6.2,-22.8,-1.8,-9.5,1.6,1.7,-0.5,25.4,-1.3
c1ccc(-n2cnc3cc(NCc4cccs4)ccc32)cc1,1.6,4.5,-10.7,0.3,-18.6,-1.0,7.9,·,3.0,-9.8
CC(=O)N1N=C(c2ccc(C)cc2)OC1c1ccc(Br)cc1 (stereo not given),9.2,-1.1,2.8,1.3,-1.0,-0.4,14.4,12.5,89.9*,-5.7
O=C1OCCN1C(=O)[C@H]1[C@H](c2ccc(Cl)cc2)C(c2ccccc2)=NN1c1ccccc1,0.5,5.5*,-20.5,·,-8.2,0.5,23.1,-1.7,-4.9,-11.6
O=C1COc2cc(O)ccc21,-0.5,-2.5,10.1,0.2,-4.4,-0.3,-6.3,1.0,-6.3,4.2

# Structures listed above printed as active in MITF TRPM1 HTS.
structure,V-ATPase pHluor,NSD2 HMT inh,PvdQ acylase,CDK5 inh,SR-BI DiI inh,Wnt act,MITF TRPM1 HTS,dFosB activator
CC(=O)N1N=C(c2ccc(C)cc2)OC1c1ccc(Br)cc1 (stereo not given),9.2,1.3,-1.0,-0.4,14.4,12.5,89.9*,-5.7

# Next part.
SMILES,V-ATPase pHluor,HTR5A ag ctr,HTR5A inv ctr,NSD2 HMT inh,PvdQ acylase,CDK5 inh,SR-BI DiI inh,Wnt act,MITF TRPM1 HTS,dFosB activator
COc1ccc(C(=O)OCCCc2cc3ccccc3c(=O)o2)cc1,0.3,5.4,-13.2,·,8.6,1.1,4.9,-0.5,1.0,0.1
COc1ccc2cc(Br)ccc2c1CC(=O)NCC1CCCO1 (stereo not given),0.4,7.8,-22.3,-2.1,-23.1,-3.3,-2.3,7.7,-3.7,-4.6
CC1(C)N=C(N)N=C(N)N1c1cccc(C#N)c1,-0.9,-1.7,6.4,-1.6,-15.7,1.4,-4.7,-3.1,-19.2,-8.2
COc1ccc(OC)c(C(=O)COC(=O)CN2C(=O)NC3(CCCCC3C)C2=O)c1 (stereo not given),0.4,-1.2,3.1,-0.8,-16.2,-0.1,62.6,-0.5,0.2,-6.3
O=P(COCCCCCOCP(=O)(c1ccccc1)c1ccccc1)(c1ccccc1)c1ccccc1,6.0,-1.9,-48.7,1.1,-8.8,1.1,-19.2,-0.3,-3.4,-15.8
CCN(CC)CCCNC(=O)c1ccc2c(Cl)c3c(nc2c1)CCCC3,-1.8,3.9,6.5,44.1,5.5,2.7,-2.9,-8.5,-32.1,-32.1
